# Compound activity as filed in PubChem BioAssay.
# MCF10A rerep: inducers of DNA re-replication in MCF 10A breast cells | MCF 10A DNA re-replication, Hoechst nuclear intensity, 48 h | Potency, µM (doses to about 46.1 µM), inactives show at the top dose activity, positive = re-replication, actives largely listed as activators | hit rate 2.9% among 350,000; also: potency is read from the fitted curve at half-maximal effect; % of control where 0% means no effect; nearly all actives have a fitted effect of over 50% in size
# HT1080 IDH1KD tx: toxicity to HT-1080 IDH1 knockdown cells (counter line); HT-1080 IDH1 knockdown viability, ATP luminescence, 48 h; Potency, µM (titrated, usually from 46.1 µM), for the others: top-dose activity, negative = toxicity, actives largely listed as cytotoxic; hit rate 2% among 360,000; AID 686971;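 also: potency is read from the fitted curve at half-maximal effect; 0% = DMSO wells and -100% = cell-free medium wells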
#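 Cytotoxicity counter-line: IDH1KD HT-1080, 48 h, CellTiter-Glo. Curves classed by r2, magnitude and activity.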
# HT1080-NT tox: kills 2HG-producing HT-1080-NT fibrosarcoma cells; HT-1080-NT fibrosarcoma viability, CellTiter-Glo ATP luminescence, 48 h; AID 686970; hit rate 1.6% among 360,000; Potency, µM (doses to about 46.1 µM), for the others: top-dose activity, negative = less viability, usual class: cytotoxic;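 also: NT is the 2HG producing partner of a matched IDH1 knockdown line; potency is read from the fitted curve at half-maximal effect; 0% = DMSO-treated cells and -100% = media-only wells without cells; nearly all actives have a fitted effect of over 55% in size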
#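 Viability by CellTiter-Glo luminescence after 48 h compound exposure at 37C of HT-1080-NT cells (750/well, RPMI, 5% FBS). % activity scaled between DMSO wells and medium-only wells, then curve-fitted and categorized by curve class.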
# KB-3-1 cytotox: KB-3-1 parental cell cytotoxicity | KB-3-1 viability, CellTiter-Glo ATP luminescence, 72 h | hit rate 1.4% among 400,000 | Potency, µM (doses to about 46.1 µM), without a hit: top-dose activity change, negative = cytotoxic, most hits filed as cytotoxic | AID 1347075; also: potency is read from the fitted curve at half-maximal effect; % is scaled to controls: 0 for no effect and ±100 for the full control effect; nearly all actives have a fitted effect of over 60% in size
#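 Viability of parental KB-3-1 cells, measured by CellTiter-Glo luminescence, followed a 72 h incubation at 37 °C with pinned compounds in phenol-red-free DMEM containing 10% FBS.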
# SW480 rerep: induces DNA re-replication in SW480 colon adenocarcinoma cells | Potency, µM (doses to about 46.1 µM), inactives show at the top dose re-replication activation, hits mostly activators | AID 624297 | hit rate 1.8% among 340,000 | SW480 DNA re-replication, Hoechst DNA content imaging, 48 h; also: potency is read from the fitted curve at half-maximal effect; % of control where 0% means no effect; nearly all actives have a fitted effect of over 55% in size
#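 Compounds, transferred as 23 nL by pin tool, were incubated with cells for 48 hr; DNA content per nucleus was then quantified by Hoechst staining and fluorescence plate imaging.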
# IL-1B inflam inh: inflammasome signaling inhibition, IL-1 beta readout. THP-1 LPS/ATP IL-1B secretion, AlphaLISA, 16 h; stronger effect = lower value. activity change, % at 57.5 µM. hit rate 4.7% among 360,000. AID 743279; in the data active = activity change below about -50%; inconclusive = mostly about -30% to -49%; also: % is scaled to controls: 0 for no effect and ±100 for the full control effect
#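 THP-1 cells pretreated 1 hr with compounds (up to 57.5 uM final), then stimulated with LPS (250 ng/mL final) plus ATP (1.25 mM final); secreted IL-1B measured by AlphaLISA after 16 hr, decreased signal indicating inhibition.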
# HepG2 tox: kills HepG2 cells in TGF-b inhibitor counter-screen | hit rate 0.76% among 410,000 | HepG2 CAGA-GFP viability, ATP luminescence, 18 h | Potency, µM (series often up to 46.1 µM), for the others: at the highest dose activity change, negative = cytotoxicity, most hits filed as cytotoxic | AID 588856; also: potency is read from the fitted curve at half-maximal effect; some results filed as inactive show a strong effect at the top dose
#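 HepG2 CAGA-GFP cells (1000/well, DMEM with 1% FBS) received compound, then TGF-beta at 500 pg/mL final, and were incubated 18 hours at 37 degrees C. Viability was read by CellTiter-Glo luminescence. Media-only wells were set as complete cell-killing and DMSO as no toxicity.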
# ATXN2 expr inh: reduces ATXN2 reporter expression in HEK-293 cells; HEK-293 ATXN2-luciferase reporter, luminescence, 24 h; Potency, µM (doses to about 57 µM), for the others: at the top dose activity change, negative = inhibition, actives largely listed as inhibitors; hit rate 0.72% among 360,000; AID 1745845; also: potency is read from the fitted curve at half-maximal effect; % is scaled to controls: 0 for no effect and ±100 for the full control effect; nearly all actives have a fitted effect of over 55% in size
#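 ATXN2-luciferase reporter cells (luciferase flanked by upstream and downstream ATXN2 gene portions) were treated 24 h at 37 °C with compounds at up to 57 uM. SteadyGlo luminescence gave expression; GF-AFC fluorescence gave viability.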
# ATXN viability: reduces viability in counter-screen for ATXN expression inhibitors | Potency, µM (titrated, usually from 56.7 µM), hits mostly cytotoxic | hit rate 0.49% among 400,000 | S2 cells (HEK-293 line with an ATXN2-luciferase reporter) viability, CellTiter-Fluor protease fluorescence, 24 h; also: potency is read from the fitted curve at half-maximal effect; nearly all actives have a fitted effect of over 40% in size
# An asterisk follows results filed as active; i = inactive; ? = inconclusive; . = no result given; & = joins results of further samples; [ ] = dose if it differs, or a comment. Unless noted, calls follow the shape of the dose curve; as a rule, active = well fitted curve in the direction sought with a large enough effect; inconclusive = small, poorly fitted or top-dose-only effect, or another doubt; inactive = no such curve, though single readings can be large; an effect the other way counts as inactive or inconclusive.
SMILES,MCF10A rerep,HT1080 IDH1KD tx,HT1080-NT tox,KB-3-1 cytotox,SW480 rerep,IL-1B inflam inh,HepG2 tox,ATXN2 expr inh,ATXN viability
Cn1c(C(=O)NCc2ccco2)cc2c(=O)[nH]c3ccccc3c21,0%,-25%,-11%,0%,0%,?,-17%,-3%,i
Cc1ccc(NS(=O)(=O)c2ccc(Cl)s2)nc1,9%,1%,23%,-3%,-1%,-17,1%,-3%,i
Cc1c(Cc2ccccc2)c(=O)oc2cc(O)ccc12,11%,?,-17%,9%,?,-3,-50%,-7%,i
COc1ccc(CN2CCNC(=O)C2CC(=O)N(Cc2nccn2C)C(C)C)c(OC)c1 (stereo unspecified),0%,5%,9%,-6%,-8%,16,12%,-16%,?
CC/C(Cc1ccccc1)=N\NC(=O)c1cc(C)oc1C,-1%,3%,5%,27%,.,6,-31%,2%,?
COc1ccc2[nH]c(=O)c(CN(C(=O)c3cccnc3)c3ccccc3C)cc2c1,1%,19%,0%,22%,-1%,-12,11%,17%,i
CSc1ccc(CN(C)C(=O)c2ccc(S(=O)(=O)Nc3ccccc3)cc2)cc1,25%,-16%,1%,-25%,2%,-50*,-44%,-13%,i
COc1cccc(C(=O)N(C)CC(=O)Nc2cccc3ccccc23)c1,0%,5%,-8%[9.24 µM],9%,-12%,9,8%,0%,i
O=C(NC1CCCCC1)C(c1c(F)cccc1Cl)N(C(=O)c1csnn1)C1CC1 (stereo unspecified),13%,3%,19%,-2%,-2%,-2,1%,5%,i
COc1ccc(Nc2cc(C)nc(N)n2)cc1,-3%,-6%,-2%,0%,3%,2,-16%,.,i
CC(Sc1ccccc1)C(=O)NN=C1CCCC1 (stereo unspecified),-3%,27%,23%,-5%,1%,23,6%,4%,i
CCOC(=O)CN1N=C(/C=C/c2ccc(C(C)C)cc2)CCC1=O,2%,-11%,-8%,7.3µM*,-5%,-56*,-23%,0%,i
CCOC(=O)C1(Cc2cccc(OC)c2)CCCN(C(=O)c2ccccc2C)C1 (stereo unspecified),-13%,-21%,-15%,11%,3%,23,-8%,31%[activator],i
Cc1cc(C)nc(N/N=C/c2cccc(Cl)c2)n1,-6%,-1%,-1%,-4%,-38%[inhibitor],24,7%,.,i
COc1ccc(NC(=O)COC(=O)c2ccc(-n3cnnn3)cc2)c([N+](=O)[O-])c1,1%,-1%,9%,-14%,?,11,9%,2%,i
O=C(NCc1ccccc1)c1cnc(Cl)c(Cl)c1,2%,8%,1%,2%,-24%,-9,-13%,2%,i
Cc1ccc(-n2cc(CNC(C)Cn3cncn3)c(-c3ccc(F)cc3)n2)cc1 (stereo unspecified),9%,-9%,-19%,2%,-4%,?,-40%,-7%,i
COc1ccc(C(C)=O)cc1COc1cccc2c1OC(C)(C)C2,15%,12%,11%,0%,-8%,i,-13%,-3%,i
Nc1ncnc2c1ncn2[C@@H]1O[C@H](C(=O)NCCc2ccc(F)cc2)[C@@H](O)[C@H]1O,.,11%,5%,0%,.,22,0%,6%,i
CC(=O)N1CCc2c(sc3c2c(=O)n(-c2cc(Cl)ccc2C)c(=O)n3C)C1,.,.,.,?,.,.,-26%,7%,i
O=C(/C=C/c1cccc(Br)c1)N1CCN(c2ccccn2)CC1,-5%,-2%,5%,0%,-3%,5,14%,1%,i
Cc1ccccc1/C=N/n1c(-c2ccccn2)n[nH]c1=S,-3%,0%,7%,2%,-3%,24,-1%,-12%,i
O=C(c1ccc(NS(=O)(=O)c2ccc(F)cc2)cc1)N1CCCCC1,3%,-4%,-5%,-20%,-3%,-13,26%,1%,i
CCCCC(CC)CNC(=O)C(Cc1ccccc1)NS(=O)(=O)c1ccc2c(c1)CCC(=O)N2 (stereo unspecified),-3%,4%,-3%,15%,?,-2,-19%,-23%,i
COc1ccc(C(=O)COC(=O)CCn2nnc(-c3cccc(O)c3OC)n2)cc1,2%,15%,0%,-7%,10%,16,-2%,-14%,i
SMILES,MCF10A rerep,HT1080 IDH1KD tx,HT1080-NT tox,KB-3-1 cytotox,SW480 rerep,IL-1B inflam inh,HepG2 tox,ATXN2 expr inh,ATXN viability
COc1cc(-c2noc(CCC(=O)NC3CCCCC3)n2)cc(OC)c1OC,-1%,1%,13%,-4%,-8%,32,3%,9%,i
Cc1ccc(OCC(=O)Oc2ccccc2[N+](=O)[O-])cc1,-8%,2%,14%,18%,1%,-5,2%,4%,i
O=C(NCC1CCCO1)c1ccc(Oc2ccc([N+](=O)[O-])cc2)cc1 (stereo unspecified),-3%,3%,?,?,0%,-10,1%,.,i
COCCNc1nc2c(c(=O)n(C)c(=O)n2C)n1Cc1c(F)cccc1Cl,.,.,.,?,.,.,-16%,11%,i
OC(c1ccc(F)c(F)c1)c1nc(-c2cccc(C(F)(F)F)c2)cs1 (stereo unspecified),.,?,?,0%,.,-27,20µM*,-24%,?
Cc1cc(=O)[nH]c(SCC(=O)N2CCC(Cc3ccccc3)CC2)n1,-3%,-3%,-5%,-11%,-7%,?,-3%,-17%,i
C=Cc1cnc([N+](=O)[O-])n1C,.,3%,1%,?,.,8,-79%,.,i
N#CCCN(CCC#N)C(=S)NC1CC2C=CC1C2 (stereo unspecified),-8%,11%,16%,-6%,?,21,21%,.,i
Cc1ccc2c(c1)-c1c(cnn1CC(=O)O)CO2,-1%,-1%,1%,0%,-8%,31,4%,-4%,?
COC(=O)c1scc(S(C)(=O)=O)c1-n1cccc1,0%,4%,13%,10%,-4%,12,14%,-4%,i
COc1ccc(C2CC(c3cccs3)=NN2C(=O)CSc2nncs2)cc1OC (stereo unspecified),2%,-11%,-11%,3%,?,-15,1%,-29%,?
COc1ccc(NC(=O)c2oc3ccc(S(=O)(=O)N4CCCCC4)cc3c2C)cc1,.,.,.,2%,.,.,21%,-14%,i
Cc1cc(C)n(-c2nc(NCC(C)O)c3c4c(sc3n2)COC(C)(C)C4)n1 (stereo unspecified),-2%,?,?,0%,?,-9,-4%,12%,i
COc1ccccc1CNC(=O)c1ccc(N2CCCC2)c(NC(=O)NCc2ccc(F)cc2)c1,.,.,.,0%,.,.,9%,2%,i
O=C(/C=C/c1cccs1)Nc1ccc(N2CCOCC2)c(S(=O)(=O)Nc2ccccc2Cl)c1,2%,-29%,4%,-20%,4%,?,-22%,4%,?
CCOC(=O)CN1CC23C=CC(O2)C(C(=O)NC2CCCCCC2)C3C1=O (stereo unspecified),8%,-1%,-7%,11%,-14%,1,7%,5%,i
CCOC(=O)c1c(NC(=O)C(F)(OC)C(F)(F)F)sc(C(=O)N2CCCCC2)c1C (stereo unspecified),-13%,-22%,-13%,9%,-23%,-7,-64%,6%,i
Oc1ccc(Cl)cc1N=Nc1ccccc1,4%,17%,18%,2%,3%,9,-23%,.,i
Cc1ccc(C2CC(c3cccs3)=NN2C(=O)CSc2nc(=O)n3cc(C)ccc3n2)cc1 (stereo unspecified),14%,1%,-7%,-2%,2%,-12,0%,-20%,i
Cc1cc(C)c(NC(=O)CNC(=O)c2ccccc2SCC(=O)N2CCCC2)c(C)c1,-6%,0%,3%[9.24 µM],23%,-2%,-14,11%,-1%,i
CCOC(=O)c1c(S(=O)(=O)NCC(=O)Nc2cc(C)ccc2C)c(C)n(C)c1C,-1%,6%,17%,-3%&-4%,9%,15,-14%&-3%,16%&7%,i
Fc1ccc(-c2nnc(CN3CCN(c4ccccn4)CC3)o2)cc1,.,.,.,0%,.,.,-5%,4%,i
O=C(c1ccc2c(Cl)c3c(nc2c1)CCCC3)N1CCN(c2ccccc2)CC1,.,.,.,2%,.,.,-6%,-2%,i
N#Cc1c2c(c(NCc3ccco3)n3c1nc1ccccc13)CCC2,?,7%,2%,1%,12%,55,-3%,-5%,i
O=S(=O)(NC1CCCCCC1)c1cccc2cccnc12,0%,2%,-1%,-3%,2%,-14,1%,4%,i

# Single records, from the list above.
# Oc1ccc(Cl)cc1N=Nc1ccccc1 is entered as MCF10A rerep = 4%; HT1080 IDH1KD tx = 17%; HT1080-NT tox = 18%; KB-3-1 cytotox = 2%; SW480 rerep = 3%; IL-1B inflam inh = 9; HepG2 tox = -23%; ATXN2 expr inh = .; ATXN viability = i
# COc1ccccc1CNC(=O)c1ccc(N2CCCC2)c(NC(=O)NCc2ccc(F)cc2)c1 is entered as MCF10A rerep = .; HT1080 IDH1KD tx = .; HT1080-NT tox = .; KB-3-1 cytotox = 0%; SW480 rerep = .; IL-1B inflam inh = .; HepG2 tox = 9%; ATXN2 expr inh = 2%; ATXN viability = i

# Additional records:
SMILES,MCF10A rerep,HT1080 IDH1KD tx,HT1080-NT tox,KB-3-1 cytotox,SW480 rerep,IL-1B inflam inh,HepG2 tox,ATXN2 expr inh,ATXN viability
O=C(Oc1ccc(=O)n(-c2ccccc2)n1)c1ccc(F)cc1,?,-2%,2%,-4%,-81%[inhibitor],12,10%,0%,i
Cn1c(CNC(=O)c2ccccc2F)nnc1SCc1ccc(F)cc1,-6%,1%,2%,-7%,-6%,8,-9%,.,i
CC(C)C(NC(=O)c1ccccc1)C(=O)NC1CCCc2ccccc21 (stereo unspecified),2%,2%,1%,-3%,-15%,5,2%,-8%,i
O=C(COC(=O)c1cc(S(=O)(=O)N2CCOCC2)ccc1Cl)NC1CC1,-2%,3%,10%,5%,14%,-13,-2%,7%,i
CC(=O)OCCC(C)C,4%,?,0%,0%,?,-13,4%,-2%,i
CCN(C(=O)CN1C(=O)/C(=C/c2ccccc2)SC1=S)C1CCS(=O)(=O)C1 (stereo unspecified),?,-3%,-2%,2%,-8%,-10,-6%,9%,i
Cc1ccc(S(N)(=O)=O)cc1NC(=O)C1CC2CCC1C2 (stereo unspecified),-2%,3%[9.24 µM],3%,4%,-5%,12,3%,6%,i
CCCCNc1nc(CC)c2c(c1C#N)CCCC2,?,-1%,1%,1%,-1%[9.22 µM],13,2%,-10%,i
